# TAAR1 ag: human TAAR1 agonists, primary screen, Fluo-8 calcium fluorescence, CHO RD-HGA16 cells | Trace amine-associated receptor 1 (Homo sapiens), Q96RJ0 | vehicle wells 0%, saturating PEA agonist 100% | activation, % at 3 µM | 0.99% of 360,000 active;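 active means activation above the mean activation of all test compounds in the run plus 3 SD, cut at about 38% in these data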
# Target sequence (Q96RJ0 whole entry, looked up): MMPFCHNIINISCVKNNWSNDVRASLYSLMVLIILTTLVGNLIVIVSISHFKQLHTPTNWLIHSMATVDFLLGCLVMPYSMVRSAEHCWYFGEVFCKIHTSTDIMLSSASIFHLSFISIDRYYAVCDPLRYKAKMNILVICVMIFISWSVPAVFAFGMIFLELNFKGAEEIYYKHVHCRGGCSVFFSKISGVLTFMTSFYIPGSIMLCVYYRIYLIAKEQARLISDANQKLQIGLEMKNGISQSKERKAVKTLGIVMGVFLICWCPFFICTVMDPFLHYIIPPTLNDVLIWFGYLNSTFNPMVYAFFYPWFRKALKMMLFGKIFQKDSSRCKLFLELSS
#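 System: CHO-derived RD-HGA16 cells with stable Gα16 and human TAAR1 / Times: 17-24 h plating, Fluo-8 75 min 37 °C, 30 min RT / Technique: calcium-sensitive Fluo-8 signal, excitation 470-495, emission 515-575 nm / Measure: % activation relative to PEA EC100 response / Benchmarks: DMSO and PEA EC100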
# M1 PAM parental: nonselective calcium activators in parental CHO-K1 cells, primary screen, counter-screen for M1 PAM project, cell-based, Fluo-8 calcium fluorescence, full deck, 1536-well | ATP EC20; 0% at ATP EC20, 100% at ATP max | activation, % at 3 µM | 0.02% of 360,000 active | AID 602247, 2012;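 active means activation above the run cutoff, the mean activation of all test compounds plus 3 SD, cut at about 40% in these data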;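 further: peak over basal fluorescence ratio in a 140 s read after ATP addition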
# OXTR potentiate: human OXTR potentiators, primary screen, fluorescence, CHO-OTR cells, Fluo-8 calcium; Oxytocin receptor (Homo sapiens), P30559; AID 2445, 2010; 0.061% of 320,000 active; Fluo-8 calcium fluorescence, potentiator mode; 0% = oxytocin EC15, 100% = EC100; activation, % at 3 µM;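 active means activation above that plate's cutoff, the mean activation of tested compounds plus 3 SD, cut at about 6.6% in these data, passing the limit was not always enough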;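 further: 100% uses oxytocin at 75 nM as the full agonist control; some results filed as inactive read as strong as hits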
# Target sequence (P30559 whole entry, looked up): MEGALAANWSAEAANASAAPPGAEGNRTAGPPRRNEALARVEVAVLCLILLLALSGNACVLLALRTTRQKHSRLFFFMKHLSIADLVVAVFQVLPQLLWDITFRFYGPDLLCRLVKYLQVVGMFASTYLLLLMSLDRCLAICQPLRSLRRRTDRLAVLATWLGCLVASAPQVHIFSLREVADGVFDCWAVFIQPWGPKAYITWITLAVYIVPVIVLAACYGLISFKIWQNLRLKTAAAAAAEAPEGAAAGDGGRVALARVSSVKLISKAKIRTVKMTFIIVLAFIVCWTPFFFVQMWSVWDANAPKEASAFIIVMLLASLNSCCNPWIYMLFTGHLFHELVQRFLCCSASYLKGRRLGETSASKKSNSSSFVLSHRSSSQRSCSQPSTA
#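 Material: CHO-OTR cells, human receptor; compound dosing: single dose, 3.0 µM nominal final compound concentration; schedule: 6 min compound pre-incubation at room temperature, 100 s kinetic read; measured by: kinetic Fluo-8 calcium fluorescence; read-out basis: % activation vs EC15 and EC100 oxytocin; controls: EC15 oxytocin alone as 0%, 75 nM oxytocin as 100%; replicates: singlicate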
# TAAR1 antagonist: human TAAR1 antagonists, primary screen, Fluo-8 calcium fluorescence, CHO RD-HGA16 cells; Trace amine-associated receptor 1 (Homo sapiens), Q96RJ0; antagonist; inhibition, % at 3 µM; 1.5% of 360,000 active; AID 624466, 2012;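 active means inhibition above a per-plate cutoff, the mean inhibition of test compounds on that plate plus 3 SD, cut at about 49% in these data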;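 further: 0% = DMSO plus EC80 beta-PEA response and 100% = DMSO alone without agonist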
#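 Test system: hTAAR1-expressing CHO RD-HGA16 cells, Gα16-coupled; Probe or stimulus: EC80 β-phenethylamine stimulus; Compound dosing: single nominal final test compound concentration of 3 µM; Timing: 140 s kinetic read after compound, 140 s after agonist; Signal: Fluo-8 calcium-sensitive fluorescence; Measure: % inhibition of agonist calcium response; Controls: DMSO and EC80 PEA controls.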
# CHO-K1 Ca ag: counter-screen for M1 agonists: effect in parental CHO-K1 cells; 0.48% of 360,000 active; AID 602248, 2012; activation, % at 3 µM; Fluo-8 calcium fluorescence; scaled to maximal ATP response, vehicle zero; in the data active means activation above about 15%;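 further: untransfected CHO-K1 host cells lacking M1 receptor as counterscreen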
# CHO-K1 Ca antag: nonselective inhibitor or artifact in parental CHO-K1 cells | ATP-induced calcium, Fluo-8 fluorescence | inhibition, % at 3 µM | 0.6% of 360,000 active;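 active means inhibition above a per-plate cutoff, the plate's mean sample inhibition plus 3 SD, cut at about 24% in these data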;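 further: 0% = DMSO plus EC80 ATP and 100% = DMSO alone without ATP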
# M1 ag: human M1 muscarinic receptor agonists, primary screen, Fluo-8 calcium fluorescence, CHO-K1 cells, HTS; Muscarinic acetylcholine receptor M1 (Homo sapiens), P11229; CHO-K1 hM1, agonist mode; 0% DMSO, 100% acetylcholine EC100; activation, % at 3 µM; 0.33% of 360,000 active;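 active means activation above the run's mean compound activation plus 3 SD, cut at about 16% in these data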;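 further: peak over basal fluorescence ratio within a 140 s kinetic read after compound addition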
# V1aR counter: agonists of human V1a receptor, primary screen, counter-screen for OXTR agonist project, fluorescence, CHO-V1R cells; activation, % at 3 µM; 0.25% of 320,000 active; Fluo-8 calcium fluorescence, agonist mode; 0% DMSO, 100% 3 nM vasopressin; Vasopressin V1a receptor (Homo sapiens), P37288;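 active means activation above the mean activation of all tested compounds plus 3 SD, per screening run, cut at about 20% in these data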;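 further: signal is peak over basal fluorescence ratio across a 100 second FLIPR read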
# CHO parental Ca: ATP-evoked calcium signal inhibitors, parental CHO, primary screen, counter-screen for OX1R antagonist project, cell-based, fluorescence, Fluo-8 calcium dye | parental CHO-K1, ATP-induced calcium, Fluo-8 fluorescence | inhibition, % at 5.6 µM | 0.63% of 330,000 active | AID 463079, 2010;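 active means inhibition above that plate's mean sample inhibition plus 3 SD, cut at about 26% in these data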;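 further: 0% = ATP-challenged DMSO wells and 100% = DMSO wells without ATP; some compounds past the cut are filed as inactive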
#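 Measured by: calcium-sensitive Fluo-8 fluorescence / Test system: CHO parental line / Controls: ATP-challenged DMSO wells low, unchallenged DMSO wells high / Measure: % inhibition / Compound: single nominal dose of 5.6 µM per compound / Replicates: single well per compound, no replicates / Reagent: ATP as calcium-mobilizing challenge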
# * hit, by the source's call; · = no result given.
SMILES,TAAR1 ag,M1 ag,CHO-K1 Ca ag,CHO parental Ca,TAAR1 antagonist,OXTR potentiate,CHO-K1 Ca antag,M1 PAM parental,V1aR counter
Cc1cc(-c2onc3ccc(Cl)cc23)ccc1O,4.4,-3.4,1.3,-3.6,8.2,-5.1,-6.4,-10.2,2.9
Cc1cc(NC(=O)CN2CCN(c3ccccc3O)CC2)no1,17.9,-0.6,-0.3,-5.2,3.4,3.7,7.3,-1.5,-0.3
CN(C(=O)COC(=O)c1cc(F)c(F)cc1Cl)c1ccccc1,4.6,-5.8,0.1,-20.4,1.9,-10.3,-12.2,7.8,-1.2
O=C(O)c1cc(N/N=C/c2ccc(-c3ccc(F)cc3)o2)ccc1Cl,-2.6,-6.7,0.2,16.1,12.6,1.3,-9.9,3.5,1.5
O=C(COC(=O)C12CC3CC(CC(C3)C1)C2)Nc1ccc([N+](=O)[O-])cc1Br,-0.3,-2.1,-0.1,-15.0,-4.5,-0.6,1.7,-8.9,1.0
Cc1nc2c(-c3ccccc3)c(C)[nH]n2c(=O)c1Cc1ccccc1,9.9,-6.6,2.0,-7.1,21.9,-6.2,-6.2,10.5,3.8
CC1=C(C#N)C(=O)OC(C)(C)C1,10.3,1.1,0.5,2.1,13.0,-0.3,12.1,-1.3,4.1
CCSC1=NCCN1C(=O)Cc1ccc(-c2ccccc2)cc1,0.3,-5.7,2.6,-3.1,-12.7,-23.7,-20.1,20.6,1.9
Cc1csc(SCC(=O)Nc2oc(C)c3c(C)n[nH]c(=O)c23)n1,1.4,-2.8,0.5,-20.2,-21.2,-5.3,0.0,-15.1,-0.9
CC(C)CNC(=S)NNC(=O)c1csc2c1CCCC2,1.3,-1.3,1.0,-11.8,16.0,-4.1,-20.4,8.2,1.1
COCc1cc(C)nc(OC)c1C(N)=O,1.6,-0.4,0.3,-3.8,-18.7,-6.2,-10.1,13.2,1.1
CCCCOc1ccc(/C=C/C(=O)OCC(=O)N2CC(=O)Nc3ccccc32)cc1OCC,-0.9,-3.8,-0.3,-28.3,26.9,-10.8,4.8,-7.5,2.6
Cc1ccc(N(C(=O)C(F)(F)F)C(C(=O)NC2CCCCC2)c2cccs2)cc1C (centres undefined),3.3,0.2,-0.5,-2.8,-0.2,-1.1,-0.5,2.0,-0.2
O=C(O/N=C1\CCCc2ccccc21)C1CC1,-0.3,-1.0,0.5,-6.5,-0.6,-3.5,4.7,-21.1,-1.7
CN(CCCC1CCCC1)C(=O)CC1C(=O)NCCN1Cc1cccc(F)c1F (centres undefined),1.3,-2.1,0.4,-32.1,-1.5,-0.8,-7.5,1.6,-0.5
Cc1nn(-c2ccccc2)c2c1C(c1cccnc1)N1C=C(S(=O)(=O)N3CCCCC3)C=CC1=N2 (centres undefined),1.4,-3.7,-0.3,-30.9,-12.6,3.9,0.3,18.1,-0.8
CCOC(=O)c1sc2nc(Cc3ccc(Cl)cc3)[nH]c(=S)c2c1C,4.7,-3.5,0.4,-12.6,-10.5,-3.5,-9.2,7.8,0.3
CCC(CC)C(=O)N1N=C(c2ccc(NS(C)(=O)=O)cc2)CC1c1ccc(C)cc1 (centres undefined),3.1,-2.4,0.4,-10.3,-50.6,-16.2,-4.8,4.3,-0.1
COC(=O)c1c(Cc2ccccc2Cl)c[nH]c1C,17.5,-7.1,3.1,-12.7,5.7,-13.9,-12.9,18.7,1.6
COCCn1c(Cc2ccccc2)nnc1SCc1nc2ccccc2c(=O)[nH]1,8.0,-2.0,0.3,-14.8,-19.6,-13.5,-11.6,11.7,-0.1
COc1cccc(NC(=O)CN(C)C(=O)c2ccc(OCc3ccccc3)c(OC)c2)c1,1.3,-1.5,4.4,-6.1,-22.1,0.3,-19.2,7.6,-0.2
CN(C)S(=O)(=O)c1ccc(N2CCOCC2)c(C(=O)O)c1,4.0,-2.6,0.4,-3.2,-12.5,-0.8,-0.6,4.9,0.9
COc1ccc(CNC(=O)Cn2nc(C)c3c(C)n(-c4ccc(C)cc4)nc3c2=O)cc1OC,3.7,-4.4,-0.2,-9.2,-12.8,-2.0,-0.3,-21.6,-0.2
CC(C)(C)NC(=O)CC(CC(=O)O)c1ccccc1 (centres undefined),0.4,2.5,-0.4,5.0,0.2,-1.7,7.4,1.4,0.4
O=C(CN1C(=O)NC2NC(=O)NC21)N/N=C/c1ccccc1O (centres undefined),6.6,1.1,-0.7,-14.1,2.2,-1.7,-1.1,-6.4,1.3
S=C(NCc1cccs1)Nc1ccccc1,2.7,-8.9,1.0,0.6,22.2,-2.9,-2.7,17.2,-0.2
O=C(CNC(=O)c1ccccc1Br)N/N=C\c1cc([N+](=O)[O-])cc(Br)c1O,8.9,-2.1,0.2,0.5,-22.6,1.2,-6.0,-5.1,1.4
CC[C@@]1(C(=O)OC)N[C@H](CN(C)C(=O)COc2ccccc2)[C@@H]2C(=O)N(C)C(=O)[C@@H]21,0.2,-1.8,0.6,-0.1,-10.2,2.1,-6.6,17.6,1.9
Cc1ccc(S(=O)(=O)NC2(C(=O)O)CCCC2)cc1,0.8,-0.8,0.1,·,0.7,·,-4.5,9.8,·
COC(=O)c1cc2n(n1)CCN(Cc1ccc(C)cc1)C2=O,-1.1,-3.2,1.1,-6.8,-7.7,-3.2,-5.9,9.7,0.5

# Three entries out of the list above, arranged by the value under TAAR1 antagonist, lowest first.
SMILES	TAAR1 ag	M1 ag	TAAR1 antagonist	OXTR potentiate
COC(=O)c1cc2n(n1)CCN(Cc1ccc(C)cc1)C2=O	-1.1	-3.2	-7.7	-3.2
Cc1cc(NC(=O)CN2CCN(c3ccccc3O)CC2)no1	17.9	-0.6	3.4	3.7
COC(=O)c1c(Cc2ccccc2Cl)c[nH]c1C	17.5	-7.1	5.7	-13.9

# (further entries)
SMILES,TAAR1 ag,M1 ag,CHO-K1 Ca ag,CHO parental Ca,TAAR1 antagonist,OXTR potentiate,CHO-K1 Ca antag,M1 PAM parental,V1aR counter
O=C(COC(=O)c1ccco1)NCc1ccco1,6.3,-2.9,0.3,-3.6,7.7,-8.3,-13.9,15.4,0.8
CC1(C)Cc2c(sc(NC(=O)Nc3ccccc3)c2C(N)=O)CO1,28.5,7.1,9.3,-4.6,12.5,-0.1,-1.9,12.5,7.7
C[C@H](NC(=O)C1CC(=O)N(c2ccc3c(c2)OCO3)C1)C(=O)NC1CCCC1 (some centres undefined),2.5,-3.1,0.9,-2.8,2.4,-3.2,-11.6,11.2,0.6
CC(C)CN(CCCNC(=O)CC1Oc2ccccc2NC1=O)CC(C)C (centres undefined),1.2,-14.2,-0.2,-6.4,-1.5,-3.0,-5.0,3.3,0.1
N/C(=N\OC(=O)CC(c1ccccc1)c1ccccc1)c1cccnc1,2.9,-6.4,1.0,-22.7,32.0,-18.3,-18.8,14.9,-0.5
CN1CCN(S(=O)(=O)c2cccc(C(=O)N(C)Cc3cccs3)c2)CC1,6.5,-5.8,0.4,-7.4,-12.3,-2.7,-10.6,10.2,1.5
Cc1ccc(N2CC(NS(=O)(=O)c3cccs3)CC2=O)cc1C (centres undefined),4.5,2.7,2.4,-4.0,-11.8,-12.1,1.4,-12.9,1.1
CCOC(=O)c1cc(C(=O)Nc2cccc(C)c2)nn1C,1.0,-5.4,0.4,-12.5,13.9,-1.8,-15.5,19.3,-0.4
COc1ccc(S(=O)(=O)NCC2CC3C=CC2C3)cc1OC (centres undefined),0.6,0.5,2.1,-12.0,-0.5,-10.2,-2.7,17.8,3.9
Cc1nn2c(Nc3ccccc3)c3c(nc2c1-c1ccccc1)CCC3,4.6,1.1,8.1,2.9,0.7,-2.9,-0.6,27.1,0.7
C[C@@H]1CN([C@H](C)CO)C(=O)c2c(c3ccccc3n2C)-c2ccccc2CO[C@H]1CN(C)Cc1cccc(C(=O)O)c1,-0.4,-8.4,0.1,·,-0.7,·,-7.7,8.7,·
CN(C)/C=C1\C(=O)ON=C1c1ccccc1,0.9,-3.9,-0.1,-2.9,-4.8,-4.1,8.7,-10.8,0.2
CCOc1ccc(CC(=O)NNC(=O)/C=C/C(=O)O)cc1,8.8,-2.5,0.7,-16.4,-14.9,-7.3,-3.3,-11.3,0.3
COc1ccc(C(=O)N(c2ccc(OC)cc2)S(=O)(=O)c2cccs2)cc1,5.0,-4.2,1.9,2.3,-10.8,-11.2,-4.2,22.6,0.7
O=C(NCC1CCCO1)c1ccc(Br)c(S(=O)(=O)N2CCOCC2)c1 (centres undefined),3.6,-2.0,-0.1,-8.0,-1.1,-7.4,4.9,-8.0,1.6
CCCN(CC(=O)Nc1ccccc1C)C(=O)/C=C/c1ccc(OC)c(OC)c1,-0.7,-4.2,0.6,·,-14.9,·,-1.1,1.5,·
COc1ccc(C(c2sc3nc(C)nn3c2O)N2CCC3(CC2)OCCO3)cc1 (centres undefined),0.1,-1.5,-0.1,-19.1,4.6,-4.7,5.5,2.9,0.4
O=C(c1ccc(-c2ccccc2)cc1)c1ccccc1C(=O)N1CCOCC1,13.6,-5.3,2.3,-16.8,-2.2,-7.6,-7.3,12.0,1.4
Cc1onc(-c2ccccc2Cl)c1C(=O)NCCCc1ccccc1,2.3,-3.5,-0.2,-20.2,-12.0,-1.4,-3.1,3.2,-0.2
CC(C)[C@H]1C(=O)Nc2ccccc2N1C(=O)N[C@@H](Cc1ccccc1)C(=O)N[C@H](C(=O)O)c1ccccc1,1.1,-2.8,0.5,10.4,-2.9,-2.1,-1.4,16.8,0.8
CCc1nccn1S(=O)(=O)c1ccc(OC)c(OC)c1,5.6,-1.2,-0.4,-5.7,-32.7,0.8,0.5,23.1,0.8

# Compounds were not picked by outcome (roughly 3.3% active in at least one column).
